Y pestis TopoI – blocks Yersinia pestis topoisomerase I activity; Y. pestis Topo-I cleavage product accumulation, plate reader; activity, % at 10 µM; 360,000 compounds, 0.064% hits; AID 504884; in the data active means activity above about 50%, passing the limit was not always enough; further: inactives centre near 2
MazF activator – MazEF (E. coli) toxin RNase activation; FAM/BHQ RNA-DNA oligo cleavage fluorescence, 5 h; activation, % at 20 µM; 350,000 compounds, 0.32% hits; in the data active means activation above about 50%
Target sequence (P0AE70 whole entry, looked up): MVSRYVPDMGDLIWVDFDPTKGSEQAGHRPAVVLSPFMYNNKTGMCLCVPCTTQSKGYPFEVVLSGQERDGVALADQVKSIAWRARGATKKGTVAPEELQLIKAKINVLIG
DUSP3 inh – blocks human VHR1 dual specificity phosphatase | recombinant VHR phosphatase, pNPP absorbance | inhibition, % at 13.3 µM | 290,000 compounds, 0.52% hits; in the data active means inhibition above about 50%; further: some compounds called inactive have numbers as strong as hits
Target sequence (P51452 whole entry, looked up): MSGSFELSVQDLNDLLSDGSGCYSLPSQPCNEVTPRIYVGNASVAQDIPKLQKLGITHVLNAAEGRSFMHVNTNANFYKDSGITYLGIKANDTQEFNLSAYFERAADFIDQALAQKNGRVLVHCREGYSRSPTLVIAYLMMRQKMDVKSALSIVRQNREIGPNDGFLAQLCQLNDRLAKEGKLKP
PrPC TRFRET – reduces human prion protein on the cell surface; 370,000 compounds, 0.43% hits; inhibition, % at 13.8 µM; cell surface PrPC, TR-FRET read-out; P04156; in the data active means inhibition above about 24%; further: 0% = median of the test wells and 100% = reference compound wells
Rv3671c protease – inhibitors of M. tuberculosis serine protease Rv3671c. P9WHR9. inhibition, % at 5.96 µM. 320,000 compounds, 0.048% hits. AID 2606; in the data active means inhibition above about 38%;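 further: extracellular domain of Rv3671c used as enzyme; 0% = enzyme with DMSO and 100% = no enzyme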
Target sequence (P9WHR9 whole entry, looked up, the tested form may be a part): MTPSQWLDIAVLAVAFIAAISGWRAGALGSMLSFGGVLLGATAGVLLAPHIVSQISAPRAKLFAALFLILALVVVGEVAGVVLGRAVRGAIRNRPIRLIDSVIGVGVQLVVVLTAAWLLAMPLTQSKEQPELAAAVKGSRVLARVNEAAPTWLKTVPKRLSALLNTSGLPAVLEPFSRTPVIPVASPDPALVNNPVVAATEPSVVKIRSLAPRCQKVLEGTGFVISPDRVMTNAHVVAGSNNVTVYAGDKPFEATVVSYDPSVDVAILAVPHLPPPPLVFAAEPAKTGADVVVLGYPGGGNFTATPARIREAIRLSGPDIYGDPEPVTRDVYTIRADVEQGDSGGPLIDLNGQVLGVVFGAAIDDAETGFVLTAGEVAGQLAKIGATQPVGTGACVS
SARS 3CLpro inh – SARS-CoV 3CLpro protease inhibition; inhibition, % at 6 µM; AID 1706; 290,000 compounds, 0.14% hits; recombinant SARS-CoV 3CLpro, quenched FRET peptide cleavage; in the data active means inhibition above about 12%
TcdB inh – TcdB glycohydrolase inhibition; 350,000 compounds, 0.24% hits; P18177; AID 652162; TcdB glycohydrolase enzymatic assay, plate reader; inhibition, % at 9.99 µM; in the data active means inhibition above about 10%
PriA SSB inh – inhibitors of Klebsiella pneumoniae PriA binding to SSB C-terminal tail; AlphaScreen SSBct-PriA binding, biotinylated peptide; inhibition, % at 33 µM; 430,000 compounds, 0.6% hits; AID 1272365; in the data active means inhibition mostly above about 37%, no sharp cut-off; inactive means mostly below about 20%;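 further: plate controls were negative control peptide for no effect and reference peptide for full effect; strong numbers were not always called active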
CCHFV vOTU inh – blocks the CCHF virus ovarian tumor domain protease; 370,000 compounds, 0.55% hits; inhibition, % at 11.5 µM; CCHFV vOTU protease, Pep-AMC fluorescence; AID 651958; in the data active means inhibition above about 30%; further: 0% = vehicle wells with enzyme and 100% = no enzyme wells
BH1578 lux ind – induces V. cholerae light production without autoinducers; 350,000 compounds, 0.16% hits; V. cholerae BH1578 lux reporter, luminescence, 6 h; activation, % at 18.7 µM; in the data active means activation mostly above about 9.7%, no sharp cut-off; further: not every result past the cut was called active; inactives centre near 0; reference of the scale not given here
* = called active by the depositor; i = inactive; x = not tested or not shown. Only part of the results is shown; count on the stated rates, not on these rows.

item	molecule	Y pestis TopoI	MazF activator	DUSP3 inh	PrPC TRFRET	Rv3671c protease
1	O=[N+]([O-])c1cccc(S(=O)(=O)NCCOc2cccc3cccnc23)c1	1	-6	26	-22	5
2	C1=C(CCNC2=NCCCCC2)CCCC1	7	-3	-2	1	1
3	CCN(CC)C(=O)c1cn(C)c2ccc(S(=O)(=O)N(CC)CC)cc2c1=O	-2	-1	3	3	0
4	Cc1nn(-c2ccccc2)c(Cl)c1C(=O)N1CCN(c2ncnc3c2cnn3-c2ccccc2)CC1	20	1	19	-4	-7
5	O=C(NCCN1CCOCC1)C(=O)NCC1OCCCN1S(=O)(=O)c1ccc(F)cc1 (stereo unspecified)	0	1	66	-2	-9
6	O=C(NCc1ccccn1)c1ccc(NS(=O)(=O)c2cccc(Cl)c2)cc1	4	3	7	-3	x
7	COc1cc(C(=O)OCC(=O)Nc2cccc(S(=O)(=O)N3CCCC3)c2)ccc1OCC(C)C	22	-7	x	5	-33
8	Cc1ccccc1NC(=O)COC(=O)c1ccccc1SCC(=O)N1CCCC1	10	2	19	-5	-6
9	CC(=O)Oc1ccc(/C=N/NS(=O)(=O)c2ccc(C)cc2)c(OC(C)=O)c1	-4	18	54*	4	-7
10	O=C(C(=O)N1CCCc2ccccc21)c1cn(CC(=O)N2CCOCC2)c2ccccc12	-3	11	18	-6	12
11	COc1ccc(NC(=O)CC(=O)Nc2ccc(OC)cc2)cc1	4	1	x	-5	7
12	COc1ccc(CNn2c(-c3cccc(C)c3)nc3ccccc3c2=O)cc1OC	9	8	13	-4	-4

item	SARS 3CLpro inh	TcdB inh	PriA SSB inh	CCHFV vOTU inh	BH1578 lux ind
1	1	-6.8	0	-6	i
2	9	x	-16	5	i
3	-1	x	-21	3	-0.1
4	1	x	-11	9	i
5	1	0.3	4	-1	-0.6
6	3	0.4	-3	18	-0.3
7	x	3.3	9	-4	i
8	-4	0.6	13	16	i
9	-2	-0.5	x	2	7.7
10	2	3.3	-7	13	2.1
11	x	1.6	4	-4	-0.5
12	4	1.1	-11	-1	i

The last 7 records of the part before lead into the next:
item	molecule	Y pestis TopoI	MazF activator	DUSP3 inh	PrPC TRFRET	Rv3671c protease
6	O=C(NCc1ccccn1)c1ccc(NS(=O)(=O)c2cccc(Cl)c2)cc1	4	3	7	-3	x
7	COc1cc(C(=O)OCC(=O)Nc2cccc(S(=O)(=O)N3CCCC3)c2)ccc1OCC(C)C	22	-7	x	5	-33
8	Cc1ccccc1NC(=O)COC(=O)c1ccccc1SCC(=O)N1CCCC1	10	2	19	-5	-6
9	CC(=O)Oc1ccc(/C=N/NS(=O)(=O)c2ccc(C)cc2)c(OC(C)=O)c1	-4	18	54*	4	-7
10	O=C(C(=O)N1CCCc2ccccc21)c1cn(CC(=O)N2CCOCC2)c2ccccc12	-3	11	18	-6	12
11	COc1ccc(NC(=O)CC(=O)Nc2ccc(OC)cc2)cc1	4	1	x	-5	7
12	COc1ccc(CNn2c(-c3cccc(C)c3)nc3ccccc3c2=O)cc1OC	9	8	13	-4	-4
13	CCC(=O)OCC(=O)Nc1ccc2c(c1)OCO2	4	7	31	4	-7
14	O=C(NC(=S)Nc1ccccc1Br)C1CCCCC1	8	2	x	14	-8
15	O=S(=O)(c1ccccc1)c1cnc(-c2cccnc2)nc1-c1ccc(Cl)c(Cl)c1	-2	-1	-4	15	0
16	COc1ccc(C/C(C)=N/NC(=S)Nc2ccccc2F)cc1	1	-3	30	3	5
17	CCNC(=O)c1c(O)c2c([nH]c1=O)CCCC2	1	3	1	0	-4
18	CN(Cc1ccccc1Br)C(=O)CN1C(=O)NC2(CCCCCC2)C1=O	2	-3	x	-4	4
19	O=[N+]([O-])c1ccc(O)c(/C=N/Nc2ccccc2[N+](=O)[O-])c1	1	-8	10	-4	6
20	CCCCN1CC[C@H]2C=CC[C@@H](C(=O)Nc3ccc(Cl)cc3Cl)[C@H]2C1=O	35	-11	x	-2	4
21	COc1ccc(CN(C)C(=O)c2cc(S(=O)(=O)NCc3ccccc3)ccc2C)c(OC)c1	15	-3	x	8	1
22	CC(=O)NNC(=O)c1sc(=S)n2c1[nH]c(=O)c1sccc12	-6	2	7	5	12
23	O=C1c2ccccc2NC(c2ccccc2F)N1NS(=O)(=O)c1ccccc1 (stereo unspecified)	-3	-5	31	-4	-9
24	CC1CN(Cc2nc3c(c(=O)[nH]c(=O)n3C)n2CC(N)=O)CC(C)O1 (stereo unspecified)	1	8	21	-12	-2

item	SARS 3CLpro inh	TcdB inh	PriA SSB inh	CCHFV vOTU inh	BH1578 lux ind
6	3	0.4	-3	18	-0.3
7	x	3.3	9	-4	i
8	-4	0.6	13	16	i
9	-2	-0.5	x	2	7.7
10	2	3.3	-7	13	2.1
11	x	1.6	4	-4	-0.5
12	4	1.1	-11	-1	i
13	-1	0.3	-15	-3	-0.1
14	x	-1.1	-6	-5	i
15	3	x	7	5	i
16	-3	0.4	x	3	i
17	5	0.3	-9	0	0.0
18	x	1.8	4	2	-0.6
19	2	1.2	x	-13	-0.6
20	x	-0.2	-20	5	-0.8
21	x	-1.2	-7	-2	-2.7
22	2	1.1	-1	17	i
23	2	1.2	-8	-24	i
24	-10	1.0	-7	4	-0.2

(next part)
item	molecule	Y pestis TopoI	MazF activator	DUSP3 inh	PrPC TRFRET	Rv3671c protease
25	CN(C=[N+](C)C)c1cccc2c1C(=O)c1ccccc1C2=O	-4	10	10	-70	-21
26	CCC(C(=O)NC(C)(C)C)N(C(=O)Cn1nnc(-c2cccs2)n1)c1cnc2ccccc2c1 (stereo unspecified)	32	11	35	0	0
27	CCCC(c1nnnn1Cc1cccs1)N1CCN(c2ccc(OC)cc2)CC1 (stereo unspecified)	8	5	8	16	6
28	CCOC(=O)Cc1csc(NC(=O)Nc2ccc(Cl)cc2)n1	6	4	14	22	0
29	CC1CCCCC1NC(=O)C1CCCN(S(=O)(=O)c2ccc(-n3cnnn3)cc2)C1 (stereo unspecified)	-4	-25	36	-4	-2
30	COc1cc2cc(CN(Cc3nnnn3Cc3ccccc3)CC3CCCO3)c(=O)[nH]c2cc1OC (stereo unspecified)	6	6	-6	-1	x
31	Cc1ccc(-c2csc(C(C)(O)c3ccc(F)c(F)c3)n2)cc1C (stereo unspecified)	-1	x	x	-4	x
32	CCc1c(C)nc(N2CCN(c3ccccc3)CC2)[nH]c1=O	9	6	30	11	3
33	Cc1ccc(C)c(OCCC(=O)N2CCN(S(=O)(=O)c3ccc([N+](=O)[O-])cc3)CC2)c1	18	-1	x	-6	3
34	CC(=O)c1ccccc1C(=O)N1CCCC(N2CCN(Cc3ccc4c(c3)OCO4)CC2)C1 (stereo unspecified)	2	6	10	-1	-2
35	Cc1ccc(NC(=O)Nc2ccno2)cc1	-5	-1	8	13	7
36	O=C(NNc1cccc(Cl)n1)Nc1cccc(Cl)c1	-1	-2	13	5	-11

item	SARS 3CLpro inh	TcdB inh	PriA SSB inh	CCHFV vOTU inh	BH1578 lux ind
25	-3	x	77	6	-0.2
26	-8	x	0	-7	3.7
27	-2	x	37	9	i
28	3	0.4	-7	-9	2.0
29	-3	0.0	-13	5	-0.4
30	0	x	1	-56	i
31	x	-0.9	x	8	0.5
32	7	1.5	1	4	-0.6
33	x	0.9	0	-1	-0.4
34	-1	0.0	3	-2	x
35	8	1.4	1	9	-0.6
36	6	x	13	7	i

The list continues.
item	molecule	Y pestis TopoI	MazF activator	DUSP3 inh	PrPC TRFRET	Rv3671c protease
37	COc1ccc(-c2cc(C(F)(F)F)n3ncc(C(=O)NCC4CCCO4)c3n2)cc1 (stereo unspecified)	-3	4	-16	-5	x
38	Cc1cc(C(=O)N/N=C/c2ccc(-c3cccc(Br)c3)o2)n[nH]1	13	-22	-11	0	-2
39	COCCNc1nc(-c2ccc(OC)cc2)c(-c2ccc(OC)cc2)s1	10	-4	3	1	-1
40	COc1ccc(Br)c(C(=O)NC2CCCC2)c1	-12	4	3	-3	0
41	COc1ccc(OC)c(-c2csc(NC(=O)CSCC(=O)Nc3cc(C)on3)n2)c1	5	5	x	10	3
42	CC(=O)Nc1ccc(NC(=O)/C=C/c2ccc3c(c2)OCO3)cc1	-13	13	19	-3	1
43	Cc1cc(NC(=O)c2cc3ncc(Br)cn3n2)no1	-2	-11	-8	2	0
44	O=C(CNC(=O)c1ccccc1F)OC(C(=O)Nc1cc(C(F)(F)F)ccc1Cl)c1ccccc1 (stereo unspecified)	26	8	39	-2	-34
45	COc1ccccc1NC1=NCC(=O)N1Cc1ccccc1	7	8	18	2	-2
46	COCC(=O)N[C@@H]1c2cc(OC)c(OC)cc2C[C@H]1OCc1ccccc1	7	0	x	-2	x
47	O=C1CC(c2ccccc2)CC(O)=C1C=Nc1ccccc1 (stereo unspecified)	20	9	34	-5	0
48	CCOC(=O)c1cc(-c2ccccc2)sc1NC(=O)CC(C)C	24	-4	6	6	-9

item	SARS 3CLpro inh	TcdB inh	PriA SSB inh	CCHFV vOTU inh	BH1578 lux ind
37	2	x	-2	3	-0.9
38	-3	0.0	i	1	i
39	2	1.9	-2	6	i
40	-1	0.6	-8	-20	-0.4
41	x	-4.3	-17	27	-0.3
42	3	1.1	3	12	0.4
43	1	x	-7	-6	-0.5
44	0	x	-35	5	11
45	-5	x	-9	-2	i
46	x	-1.8	2	-6	i
47	3	0.5	-17	8	i
48	-4	x	-1	-3	0.3

Overlap with the part before: 2 entries; new compounds follow.
item	molecule	Y pestis TopoI	MazF activator	DUSP3 inh	PrPC TRFRET	Rv3671c protease
47	O=C1CC(c2ccccc2)CC(O)=C1C=Nc1ccccc1 (stereo unspecified)	20	9	34	-5	0
48	CCOC(=O)c1cc(-c2ccccc2)sc1NC(=O)CC(C)C	24	-4	6	6	-9
49	COc1cccc(-n2c(C)nn(C)c2=O)c1	2	0	-25	x	8
50	CCOc1ccccc1CN1CCC(Oc2cccc(C(=O)NCCOC)c2)CC1	-7	-2	-2	8	1
51	CCCOc1ccc(C(=O)Nc2ccc(N3CCOCC3)cc2N2CCOCC2)cc1OCC	18	5	x	-8	x
52	Cc1ccc(CNC(=O)c2ccc(N3CCCC3=O)cc2)cc1	4	5	10	-3	-1
53	Cc1ccn2nc(S(=O)(=O)Nc3c(F)cccc3F)nc2n1	-3	-2	5	-3	-1
54	Cc1cnc(C(=O)N2CCN(S(=O)(=O)c3ccc4ccccc4c3)CC2)cn1	25	6	-17	8	2
55	CCCCC(=O)N(C)c1c(CC)nc2c(OCC(=O)N3CCOCC3)cccn12	-4	x	x	-5	x
56	Cc1ccc(C(=O)COC(=O)c2ccccc2N2C(=O)C3C4CCC(C4)C3C2=O)cc1C (stereo unspecified)	-8	9	10	1	-5
57	O=C1CN(C(=O)COC(=O)COc2ccc3c(c2)CCC3)c2ccccc2N1	-1	-110	19	-4	-2
58	CCNC(=O)NC(=O)CSc1ccc(S(=O)(=O)N(C)C2CCCCC2)cn1	12	-9	x	0	10
59	Cc1nc(-c2ccccc2)sc1C1(C)CC(c2cccc([N+](=O)[O-])c2)=NO1 (stereo unspecified)	-1	1	7	-5	-3
60	CNC(=O)C1CC(=O)N(c2ccc(OCC(=O)Nc3ccccc3)cc2)C1 (stereo unspecified)	2	4	x	4	x

item	SARS 3CLpro inh	TcdB inh	PriA SSB inh	CCHFV vOTU inh	BH1578 lux ind
47	3	0.5	-17	8	i
48	-4	x	-1	-3	0.3
49	1	x	-3	x	x
50	-1	0.4	16	1	i
51	x	0.5	x	14	i
52	3	x	-9	-10	-0.4
53	-1	x	5	-12	-0.4
54	3	x	-14	4	i
55	x	-8.1	x	11	-0.8
56	1	x	-14	-8	-0.2
57	3	x	-28	7	-0.3
58	x	-0.5	-13	17	i
59	x	0.9	-1	-3	i
60	x	1.2	-13	8	i

Screening results as filed in PubChem BioAssay.
